Screens as filed in PubChem BioAssay.
S3 lipid droplet = qHTS Assay for Lipid Storage Modulators in Drosophila S3 Cells | Potency in µM for hits, for the others lipid storage change, negative = inhibition, % at the top dose, mostly 46.1 µM | AID 2685 | Drosophila S3 cells, BODIPY lipid droplet fluorescence, 18-24 h; cells fed with added oleic acid | hit rate 0.64% among 320,000; active = well fitted inhibition curve with a large enough effect in the signal ratio, with a control signal flat, not every such curve was filed as active; inconclusive = small, poorly fitted or top-dose-only effect, or effect the other way, or a change in a side signal; the % refers to the signal ratio
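Drosophila S3 cells got compounds at several concentrations plus oleic acid (400 uM solution). Laser-scanning cytometry with 488 nm excitation read lipid droplets at 500-530 nm and cells at 575-640 nm. Percent activity was relative to 20 uM Triacsin C.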
S3 lipid droplet cell count max = further read-out of S3 lipid droplet, marked with its call; cell number change, %; measured here: cell count max response;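 cells counted by Cell Tracker Red CMTPX staining in the red channel; peak over a dose series mostly up to 46.1 µM; percent activity relative to internal control wells on each plate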
* hit, by the source's call; i = inactive; ? = inconclusive; / = not tested or not shown; [ ] = dose if it differs, or a comment. % is scaled to controls: 0 for no effect and ±100 for the full control effect; potency is read from the fitted curve at half-maximal effect.

Each structure is followed by: S3 lipid droplet	S3 lipid droplet cell count max
Nc1c(Cl)cc(-c2cn(CCC(=O)O)c(-c3ccncc3)n2)cc1Cl
 : ?	/
COc1ccc2[nH]c(=O)c(CN(CCO)S(=O)(=O)c3c(C)ccc4nsnc34)cc2c1
 : i	22.1
O=C(COc1ccccc1)N1CCN(S(=O)(=O)c2ccc(Cl)cc2)CC1
 : ?	/
Cn1nnnc1SCC(=O)NCC(=O)c1ccccc1
 : ?	/
C=CCN1C(=O)C(CC(=O)NCC)SC1=Nc1ccccc1OC (stereo not given)
 : i	-0.6
COC(=O)c1nn(-c2ccc(F)cc2)ccc1=O
 : 0.9%	21.3
CN(CC(=O)OCC(N)=O)S(=O)(=O)c1ccc(Cl)cc1
 : 11.6%	-16.4
COC(=O)[C@H](CCSC)NC(=O)N1CCC(C)CC1
 : ?	/
O=C1C=C(O)C(n2cncn2)C(c2ccc3c(c2)OCO3)C1 (stereo not given)
 : ?	/
CN1C2CCC1CC(NC(=O)c1cc(Cl)cc3[nH]cnc13)C2 (stereo not given)
 : ?	/
Cc1cccc(NC(=O)c2cccnc2Oc2ccccc2)c1C(=O)O
 : ?	/
CCOc1ccc(NC(=O)CSc2nc3cccnc3n2CC)cc1
 : ?	/
O=C(COC(=O)c1ccc(F)c(S(=O)(=O)N2CCOCC2)c1)Nc1ccc2c(c1)OCO2
 : ?	/
N#Cc1c(NC(=O)c2ccccc2)sc2c1CCCCC2
 : 2.1%	0.5
O=C(COC(=O)c1cccc(S(=O)(=O)N2CCCCC2)c1)NC1CCCCC1
 : ?	/
COCCn1c(-c2ccc(OC)cc2)cnc1SCC(=O)Nc1ccc(OC)cc1OC
 : ?	/
Cc1c(C(=O)N2CCCCC2)c(S(=O)(=O)N2CCN(c3ccccc3F)CC2)c(C)n1C
 : ?	/
CC(=O)N(Cc1c(C)nn(-c2ccccc2)c1Cl)c1ccc(Cl)cc1
 : ?	/
COCCNc1c2c(nc3c(-c4ccccc4)c(C)nn13)CCCC2
 : -13.3%	-21.3
CN(CCC(=O)Nc1ccc(Cl)cc1)Cc1ccccc1
 : ?	/
CC1=CN2C(=NC(=O)CC2(C)C(=O)N(CC(=O)NC2CCCC2)c2cc(C)cc(C)c2)C=C1 (stereo not given)
 : 16.1%	3.5
CC(OC(=O)c1cc(=O)c2ccccc2o1)C(=O)Nc1ccc(N(C)C)cc1 (stereo not given)
 : ?	/
CCOc1ccc(S(=O)(=O)n2cnc(C)c2)cc1
 : ?	/
Cc1cc(C)n(-c2ccc3cccc(NS(C)(=O)=O)c3n2)n1
 : 16.2%	-9.2
C=CCn1c(Br)nc2c1c(=O)[nH]c(=O)n2C
 : ?	/
COc1ccccc1NC(=O)NNC(=O)c1ccc(-c2ccccc2)cc1
 : ?	/
CC(NC(=O)c1cc(COc2c(F)cccc2F)on1)c1cnn(-c2ccccc2)c1 (stereo not given)
 : ?	/
CC(C)N(Cc1cnn(C)c1)Cc1nc(COc2ccccc2)no1
 : -15.2%	-1.3
CCn1c(SCC(=O)NCC2CCCO2)nc2cc(S(=O)(=O)N3CCCCC3)ccc21 (stereo not given)
 : ?	/
Cc1sc(Cc2nc(O)cs2)nc1-c1ccccc1
 : ?	/
CN(CC(=O)Nc1ccc(OC(F)(F)F)cc1)C(=O)Cc1c(Cl)cccc1Cl
 : ?	/
Cc1cccc(N2CCN(C(=O)c3c(-c4ccccc4)noc3C)CC2)c1C
 : ?	/
CCN(CC(=O)Nc1ccccc1C(F)(F)F)C(=O)Cc1sc(C)nc1-c1ccc(F)cc1
 : ?	/
CN1CCSc2ccc(C(=O)NCc3ccccc3F)cc21
 : 2.5%	-8.6
CCN(C(=O)COC(=O)CCc1ccccc1OC)c1c(N)n(Cc2ccccc2)c(=O)[nH]c1=O
 : ?	/
COc1ccc(OC)c(NC(=O)CC2SC(=Nc3ccc(F)cc3)N(CCC3=CCCCC3)C2=O)c1 (stereo not given)
 : -15.3%	1.5
Cc1c(NC(=S)N/C(=N/S(=O)(=O)c2ccc(Cl)cc2)c2ccccc2)c(=O)n(-c2ccccc2)n1C
 : -1.6%	3.9
CCOC(=O)NC(NCCc1ccccc1)(C(F)(F)F)C(F)(F)F
 : ?	/
CCSc1nc2sc3c(c2c(=O)[nH]1)CC(C)(C)OC3
 : i	-21.4
O=C(CCNS(=O)(=O)c1cccc2nonc12)NCc1cccs1
 : ?	/
Cn1c(=O)c2c(SCC(=O)NCC3CCCO3)nc(CC(C)(C)C)nc2n(C)c1=O (stereo not given)
 : -13.9%	-12.1
COC(=O)c1c(-c2ccc(C)cc2)csc1NC(=O)c1c(-c2ccccc2)noc1C
 : 7.4%	-5.0
COC(=O)c1ccc(C(=O)NN)cc1
 : 8.1%	18.1
O=S(=O)(CCc1nc2ccccc2o1)c1ccc2ccccc2c1
 : i	18.7
O=C(Cc1csc(-c2ccccc2)n1)NCc1ccccc1F
 : ?	/
COc1ccc(CC(=O)NN2C(=O)c3ccccc3C2=O)cc1
 : 7.3%	-11.3
Nc1c(C(=O)NCc2ccc3c(c2)OCO3)nnn1Cc1cccc(F)c1
 : ?	/
COc1ccc(NC(=O)c2cc(-c3cccs3)on2)c(OC)c1
 : ?	/
N#C/C(=C\Nc1ccc(Cl)cn1)S(=O)(=O)c1ccccn1
 : 14.2%	-1.5
CCN(CC)S(=O)(=O)c1ccc(OC)c(NC(=S)Nc2ccc(C)c(C)c2)c1
 : ?	/
CCCCNC(=O)[C@@H]1CSC2c3ccc(OC)c(OC)c3C(=O)N21 (stereo not given in full)
 : i	22.2
O=C(NCc1ccccc1)c1ccc(CN2CCC(Cc3ccccc3)CC2)cc1
 : ?	/
CCCCC(NC(=O)c1ccc(C#N)cc1)C(=O)NCCC (stereo not given)
 : ?	/
O=C(Nc1nc2ccccc2c(=O)s1)c1ccco1
 : 16.5%	2.7
O=C(Cn1ncc2c3ccccc3n(Cc3ccccc3)c2c1=O)NCCCN1CCCC1
 : i	/
Cc1cccc(NC(=S)NC(=O)c2cc(-c3ccccc3)nc3ccccc23)c1
 : ?	/
COc1cccc(NC(=O)CCNC(=O)C2CCN(S(=O)(=O)c3ccc(F)cc3)CC2)c1
 : ?	/
O=C1N2CN(C(c3ccccc3)c3ccccc3)CN=C2SC1(CO)CO
 : -3.9%	15.0
Cc1ccc(S(=O)(=O)Oc2ccc(/C=N/N=C3/NC(=O)C(CC(=O)O)S3)cc2)cc1 (stereo not given)
 : ?	/
O=C1NC[C@H](Cc2ccccc2)N(CC2CCCCC2)C1=O
 : ?	/

Other results follow.
Each structure is followed by: S3 lipid droplet	S3 lipid droplet cell count max
CCOC(=O)CCc1c(C)c(C#N)c2nc3ccccc3n2c1-n1ccnc1
 : ?	/
Cc1ccc2c(c1)c1nnc(SCC(=O)N3CCCc4ccccc43)nc1n2CC(=O)O
 : 4.0%	-7.4
CC(=O)Nc1cccc(NC(=O)c2cccc(OCc3ccccc3)c2)c1
 : 8.5%	-0.2
CCCC(=O)Nc1ccccc1NC(=O)C1CCCCC1
 : -27.3%	-13.8
Cc1ccc(S(=O)(=O)/N=C2/NC(=O)/C(=C\c3ccco3)S2)cc1
 : i	3.6
C(#Cc1ccc(C#CCN2CCCC2)cc1)CN1CCCC1
 : ?	/
CC(NC(=O)c1cccc(S(=O)(=O)N(C)C)c1)C1CC2CCC1C2 (stereo not given)
 : ?	/
COc1cc(O)c(C(CC(=O)N2CCOCC2)c2cc(OC)c(OC)c(OC)c2)c(OC)c1 (stereo not given)
 : 6.6%	11.1
CCc1ccc(N2CC(C(=O)OCC(=O)Nc3ccccc3C)CC2=O)cc1 (stereo not given)
 : 8.2%	-1.4
CCC(=O)O/N=C(\N)c1ccc(Oc2cc(C)c(Cl)c(C)c2)c([N+](=O)[O-])c1
 : ?	/
COc1ccc(-n2ccc(=O)c(C(=O)Nc3ccc(S(=O)(=O)Nc4nccs4)cc3)n2)cc1
 : i	26.9
COCCn1nnnc1C(c1ccc2ncccc2c1)N1CCc2ccccc21 (stereo not given)
 : ?	/
Cc1cccc(C)c1NC(=O)NC1(C(=O)NCCN2CCOCC2)CCCCC1
 : 2.8%	10.5
CCC1(c2ccccc2)NC(=O)N(CC(=O)NC2CCCC2)C1=O (stereo not given)
 : ?	/
COc1ccccc1CC(=O)N(Cc1ccccc1)c1cccc(C)c1
 : -1.3%	-5.1
Cc1ccc(N2CCN(C(=S)c3ccc(-c4cccc([N+](=O)[O-])c4)o3)CC2)cc1
 : 15.0%	-3.3
O=C(Nc1ccccc1NC(=O)c1ccccc1F)c1ccccc1F
 : ?	/
CC(C)N(C(=O)COC(=O)c1cccc(S(=O)(=O)N2CC3(C)CC2CC(C)(C)C3)c1)C(C)C (stereo not given)
 : ?	/
CCOC(=O)N1CCN(C(=O)c2ccc(Cl)c(S(=O)(=O)N3CCOCC3)c2)CC1
 : -8.4%	-18.7
COc1ccc(S(=O)(=O)NCc2csc(-c3cccnc3)n2)cc1
 : ?	/

Part of the list above, reformatted.
CC(=O)Nc1cccc(NC(=O)c2cccc(OCc3ccccc3)c2)c1
  S3 lipid droplet: 8.5%	S3 lipid droplet cell count max: -0.2
CCCC(=O)Nc1ccccc1NC(=O)C1CCCCC1
  S3 lipid droplet: -27.3%	S3 lipid droplet cell count max: -13.8
Cc1ccc(S(=O)(=O)/N=C2/NC(=O)/C(=C\c3ccco3)S2)cc1
  S3 lipid droplet: i	S3 lipid droplet cell count max: 3.6

(listing goes on)
SMILES	S3 lipid droplet	S3 lipid droplet cell count max
O=C(CSc1nc2ccc(Nc3nc(N4CCOCC4)nc(N4CCOCC4)n3)cc2s1)Nc1ccccc1Cl	-13.9%	26.3
O=C(CNC(=O)c1cccc(F)c1)N/N=C/c1cc(Br)ccc1OC(=O)/C=C/c1ccco1	?	/
CCN(CC(=O)Nc1cccc(OC)c1)C(=O)c1ccc(C)s1	?	/
Nc1nnc(SCC(=O)N2CCN(c3ccccc3)CC2)n1-c1ccccc1	i	/
O=C(Nc1ccccc1F)C1CCN(C(=O)Cc2ccccc2)CC1	i	/
N#Cc1ccc(C23CC4(C2)[C@H](CN(CC2CCCCC2)[C@@H]4c2ccccc2)C3c2ccccc2)cc1 (stereo not given in full)	17.2%	-4.9
CC(C)(C)c1ccc(Oc2ncccc2NC(=O)c2cccs2)cc1	11.5%	5.6
COc1cc(C2NC(=O)N(C)C3=C2C(=O)CCC3)cc(OC)c1OC (stereo not given)	-4.5%	0.7
CCc1nn(CCCC(=O)N2CCN(c3ccc(OC)cc3)CC2)c(=O)c2cc3occc3n12	?	/
COc1ccc(-n2nc(C(=O)NCc3cc(OC)ccc3OC)c3c4ccccc4n(C)c3c2=O)cc1	-0.6%	8.0
C/C(=N\O)C(C)(C)Nc1cccc(Br)c1	-13.0%	16.3
CCN(CC)C(=O)CSc1nnc(CNc2ccc(F)cc2)o1	-0.1%	-2.9
O=S1(=O)NC(=NCc2ccco2)c2ccccc21	-1.0%	-3.2
CCOC(=O)N1CCN(C(=O)c2cccc(N3C(=O)NC4CC3(C)Oc3ccc(Cl)cc34)c2)CC1 (stereo not given)	i	-20.4
COc1ccc(S(=O)(=O)Cc2ccc(C(=O)N3CCN(c4ccccc4F)CC3)o2)cc1	2.7%	10.6
O=C(Cn1nnc2ccccc21)N/N=C/c1ccco1	20.8%	10.6
COc1ccc(-c2nsc3c(N4CCN(C(=O)c5ccco5)CC4)ncnc23)cc1	-9.3%	-5.5
CN(C)c1ccc(/C=C/c2nc3ccccc3c(=O)[nH]2)cc1	?	/
O=C(O)c1cccc(S(=O)(=O)N2CCN(Cc3ccc4c(c3)OCO4)CC2)c1	i	-2.9
Cc1ccc(C)c(N2CCN(C(=O)C3CCCN(S(=O)(=O)c4cnc[nH]4)C3)CC2)c1 (stereo not given)	?	/
CCOC(=O)N1CCC(NC(=O)CCC(=O)N2CCOc3ccccc32)CC1	-5.1%	16.5
COc1ccc(OC2CCN(C(=O)Nc3ccc(C)cc3)CC2)cc1	i	22.7
CC(=O)/C(C(=N)N1CCN(c2cccc(Cl)c2)CC1)=C(\C)O	i	7.9
O=C(Oc1cc(=O)oc2ccccc12)c1ccccc1	-16.4%	-0.9
CCn1cc(C(=O)N(C)c2ccccc2F)c2cc(OC)c(OC)cc2c1=O	11.4%	3.8
CCc1nnc(NC=C2C(=O)OC(C)(C)OC2=O)s1	?	/
COc1ccc(C(=O)NCC(=O)N2CCCC(C(F)(F)F)C2)cc1OC (stereo not given)	?	/
Cc1ccccc1N/C=C/C(=C(C#N)C#N)N(C)C	?	/
O=C(NCC(c1ccco1)N1CCOCC1)c1ccc(F)cc1 (stereo not given)	?	/
Cc1cccc(OCCCN2C(=O)C(=O)c3cc(C)ccc32)c1	?	/
O=C(NCc1ccc(F)cc1)C(=O)c1cn(CC(=O)N2CCCC2)c2ccccc12	?	/
CC(CNC(=O)c1cc(COc2ccc3ncccc3c2)on1)c1ccccc1 (stereo not given)	?	/
O=C(C[n+]1ccccc1)N/N=C/c1ccc(Cl)cc1	6.8%	19.0
CC(C)CN(C(=O)COC(=O)CNC(=O)c1ccccc1)c1c(N)n(Cc2ccccc2)c(=O)[nH]c1=O	i[0.0737 µM]	14.8
O=C(N/N=C/c1sc(N2CCOCC2)nc1-c1ccccc1)c1ccc(O)cc1	?	/
Brc1ccccc1OCCCN1CCCCCC1	-11.1%	5.4
O=C(CNC(=O)/C(=C\c1ccccc1)NC(=O)c1ccc(Br)cc1)OCc1ccccc1	?	/

A portion of the library. The share of hits here may be higher or lower than overall.
